Compound activity: PubChem, several laboratories
NOD2-RIPK2 inh = NOD2-RIPK2 protein interaction inhibition; CHO BLA complementation NOD2-RIPK2, CCF4 ratio; inhibition, % at 4.98 µM; 360,000 compounds, 0.38% hits; in the data active = inhibition above about 21%;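 note: 0% = vehicle only and 100% = reference blocker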
TRAIL sens C8 = sensitizes caspase-8 expressing cells to TRAIL. NB7+C8 cells + TRAIL, ATPlite viability luminescence. inhibition (viability loss, TRAIL sensitization), % at 10 µM. 360,000 compounds, 1% hits;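 active = compounds causing at least 50% loss of cell viability in the single-dose screen, relative to plate controls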
SRC3 inh = inhibitors of human steroid receptor coactivator 3 (SRC3); 360,000 compounds, 0.17% hits; inhibition, % at 3.6 µM; HEK293 GAL4-SRC3 luciferase reporter, luminescence; Q9Y6Q9; AID 588352;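 active = inhibition above a per-campaign cutoff, the mean of all compounds plus 3 SD, cut at about 60% in these data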;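 note: 0% = DMSO-treated cells and 100% = gossypol-treated cells at 36 µM; higher means less SRC3-driven luciferase light from the GAL4 reporter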
LMP1 NFkB inh = inhibitors of Epstein-Barr LMP1-induced NF-kappaB reporter; LMP1-induced NF-kappaB luciferase reporter cells, luminescence; inhibition, % at 12.5 µM; 350,000 compounds, 0.69% hits; in the data active = inhibition above about 41%; inconclusive = no clear call, values can overlap the other calls;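 note: 0% = neutral control wells and 100% = reference inhibitor control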
COUP-TFII inh = NR2F2 (human) inhibition, primary screen; P24468; HEK293T NGFI-A luciferase reporter, luminescence; inhibition, % at 8.6 µM; 370,000 compounds, 0.7% hits;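 active = inhibition above a per-plate cutoff, mean inhibition of test wells between control levels plus 3 SD, cut at about 38% in these data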;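 note: cells cotransfected with COUP-TFII expression vector driving the NGFI-A reporter; 0% = median of COUP-TF2 test wells and 100% = reporter-only cells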
Target sequence (P24468 whole entry, looked up): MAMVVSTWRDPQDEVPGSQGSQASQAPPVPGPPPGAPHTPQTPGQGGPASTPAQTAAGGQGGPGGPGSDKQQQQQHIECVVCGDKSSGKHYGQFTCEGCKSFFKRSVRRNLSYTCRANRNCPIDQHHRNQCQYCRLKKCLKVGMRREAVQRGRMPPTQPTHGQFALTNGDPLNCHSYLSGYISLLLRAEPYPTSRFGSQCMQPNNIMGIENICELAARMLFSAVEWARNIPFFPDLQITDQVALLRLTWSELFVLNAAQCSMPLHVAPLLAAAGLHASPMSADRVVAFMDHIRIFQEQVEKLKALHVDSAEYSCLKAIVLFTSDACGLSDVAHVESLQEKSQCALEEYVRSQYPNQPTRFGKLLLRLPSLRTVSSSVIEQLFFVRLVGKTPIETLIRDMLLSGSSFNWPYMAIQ
Vif inh = blocks HIV Vif function | HEK293T cells, Vif self-association by quenched fluorescence, imaging, 24 h | inhibition, % at 7.49 µM | 340,000 compounds, 0.35% hits; in the data active = inhibition above about 50%, passing the limit was not always enough; inconclusive = no clear call, values can overlap the other calls; inactive = below about 31%; note: some results filed as inactive read as strong as hits
TLR9-MyD88 block = blocks human TLR9 binding to MyD88; Q9NR96+Q99836; CHO BLA complementation TLR9-MyD88, CCF4 FRET ratio; inhibition, % at 4.98 µM; 340,000 compounds, 0.21% hits; AID 504734;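 active = inhibition above the mean over all tested compounds plus 3 SD, cut at about 21% in these data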;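 note: 0% = DMSO only wells and 100% = clavulanate BLA inhibitor control wells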
TROY signal inh = blocks TROY-dependent signaling in reporter cells; inhibition, % at 10 µM; Q293 LMP1-TROYcd NF-kB luciferase reporter, 4 h; 360,000 compounds, 0.98% hits; AID 1347056;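 active = compounds whose plate-normalised and pattern-corrected inhibition of the luciferase reporter signal at the single screening dose is 50% or more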
SRC1 inh = human NCOA1 inhibition; Q15788; HEK293 GAL4-SRC1 luciferase reporter, luminescence; inhibition, % at 3.6 µM; 360,000 compounds, 0.12% hits;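 active = inhibition above the campaign mean plus 3 SD, with each screening campaign given its own cutoff, cut at about 60% in these data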;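 note: 0% = DMSO treated cells and 100% = gossypol at 36 µM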
NR5A2 inv ag = NR5A2 inverse agonism in reporter assay. O00482. inhibition, % at 3.6 µM. 360,000 compounds, 0.13% hits. HEK293T StAR-luciferase reporter, LRH-1 transfected, 24 h;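 active = inhibition above the mean inhibition of all tested compounds plus 3 SD, cut at about 73% in these data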;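 note: 0% = DMSO wells and 100% = reporter-only cells lacking LRH-1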
Target sequence (O00482 whole entry, looked up): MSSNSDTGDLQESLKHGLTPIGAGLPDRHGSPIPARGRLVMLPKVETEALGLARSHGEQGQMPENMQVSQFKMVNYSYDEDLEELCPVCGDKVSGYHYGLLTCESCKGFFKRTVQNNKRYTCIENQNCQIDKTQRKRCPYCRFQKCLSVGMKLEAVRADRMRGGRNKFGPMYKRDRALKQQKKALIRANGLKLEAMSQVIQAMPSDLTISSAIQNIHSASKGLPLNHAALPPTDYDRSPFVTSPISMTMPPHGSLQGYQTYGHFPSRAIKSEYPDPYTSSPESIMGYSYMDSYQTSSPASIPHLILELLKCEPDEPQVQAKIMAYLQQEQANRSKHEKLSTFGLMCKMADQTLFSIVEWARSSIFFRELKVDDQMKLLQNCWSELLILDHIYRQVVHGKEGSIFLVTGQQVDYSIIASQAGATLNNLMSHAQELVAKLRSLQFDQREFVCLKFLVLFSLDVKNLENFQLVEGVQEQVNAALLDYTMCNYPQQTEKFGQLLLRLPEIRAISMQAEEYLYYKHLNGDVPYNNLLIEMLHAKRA
SRC2 inh = inhibits human steroid receptor coactivator 2 | 370,000 compounds, 0.17% hits | AID 651957 | Q15596 | HEK293 GAL4-SRC2 luciferase reporter, luminescence | inhibition, % at 9 µM;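 active = inhibition above the mean inhibition of all tested compounds plus 3 SD, set per campaign, cut at about 52% in these data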;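 note: 0% = DMSO treated cells and 100% = cells given Gossypol at 36 µM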
Starred values were filed as active, the others as inactive; ? = inconclusive; · = not tested or not shown. The list is partial; the hit share may differ from the screen's.

SMILES	NOD2-RIPK2 inh	TRAIL sens C8	SRC3 inh	LMP1 NFkB inh	COUP-TFII inh	Vif inh	TLR9-MyD88 block	TROY signal inh	SRC1 inh	NR5A2 inv ag	SRC2 inh
COc1ccc(C=CC(=O)c2c(OC)cc(OC)c(OC)c2O)cc1	11	1	-7	-1	-22	5	5	17	12	3	17
O=c1cc(NCc2ccccc2)[nH]c(=O)[nH]1	3	-2	20	-1	8	1	8	35	-3	18	-8
C#CCOCCOCCOCCNc1nc(N2CCN(C(=O)C(Cc3ccc(O)cc3)n3cc(C(N)CC(C)C)nn3)CC2)nc(N2CCN(C(=O)C(Cc3ccc(O)cc3)n3cc(C(N)C(C)CC)nn3)CC2)n1 (stereo not drawn)	5	-12	-6	6	4	2	7	5	-9	0	-6
CCOc1ccc(NC(=S)NN(C)C(=S)Nc2ccc(OCC)cc2)cc1	-2	-5	-13	0	2	-2	-12	-53	-10	1	14
COc1cccc(/C=C2\Oc3cc(OCC(=O)N4CCCCC4)ccc3C2=O)c1OC	-4	12	15	4	3	-2	5	8	12	-3	8
COc1cc(OC)nc(C(NC(=O)C2CCN(Cc3c[nH]c4ccccc34)CC2)c2ccc(Cl)cc2)n1 (stereo not drawn)	-3	33	-1	·	-17	-3	·	18	0	8	8
Cc1ccc(C(=O)C2=C(O)C(=O)N(c3ncccn3)C2c2ccc(F)cc2)o1 (stereo not drawn)	4	2	25	2	-5	-4	-4	-11	2	12	-23
O=S(=O)(Nc1ccon1)c1ccc(F)c(F)c1	9	-6	-2	7	-7	1	-3	24	-6	-4	-16
CC(=O)C(CC(=O)N1CCCc2ccccc21)C(=O)Nc1ccc(F)cc1 (stereo not drawn)	-15	4	19	-4	-2	·	-4	-8	-24	3	12
Cn1cc(S(=O)(=O)N2CCCC2)cc1C(=O)NCc1ccc(F)cc1	-14	-8	-9	-2	1	?	9	-1	7	8	-18
CCOC(=O)c1cc2sc(C)cc2n1CC(=O)N1CCc2ccccc21	-7	18	13	-11	4	-1	4	-11	6	-16	-21
C[C@H](CO)N1C[C@H](C)[C@@H](CN(C)C(=O)NC2CCCCC2)Oc2ccc(NS(C)(=O)=O)cc2C1=O	6	-1	6	3	-7	4	0	-3	7	-9	-4
O=c1cc(-c2ccccc2)nc(SCc2ccc(F)cc2)[nH]1	-6	-4	4	4	5	-8	-9	-12	3	-23	-6
CN(C(=O)COC(=O)c1ccc(S(=O)(=O)N2CCOCC2)cc1)c1ccccc1	-8	-3	-1	4	-9	0	3	8	-11	1	8
COc1ccc(CN2CCNC(=O)C2CC(=O)NCCSc2nccn2C)c(OC)c1 (stereo not drawn)	-16	-3	19	-1	7	-1	-6	0	-3	-5	4
CC1CN(C(=O)Nc2ccc(F)cc2)C2(CCCCCC2)O1 (stereo not drawn)	4	-3	12	4	-5	0	-3	5	0	-4	25
CC(C)NC(=O)N(C)C[C@@H]1OCc2cnnn2CCCC(=O)N([C@H](C)CO)C[C@H]1C	-5	11	-7	1	-6	2	0	-1	-16	3	18
CCCCOC(=O)CSc1nc2c(cc1C#N)C(=O)CC(C)(C)C2	-7	3	-24	-16	1	7	-6	-31	-39	-14	-41
CCCCC[C@H](C)N1C[C@H](COCc2ccccc2)Oc2cc(N3CCC[C@@H]3COC)ccc2S1(=O)=O	-6	11	·	·	5	·	·	-24	·	-14	-3
OCC1(O)OC[C@@H](O)[C@H]1O (stereo partly drawn)	-2	2	6	-4	12	-4	-2	-15	10	-11	13
NC(=O)c1cnc(Cc2c[nH]c3ccccc23)c(I)c1	6	20	-1	·	1	-11	·	-3	-5	15	9
COc1ccccc1CCN=C(N)NS(=O)(=O)c1ccc(C)c(C)c1	-5	17	4	9	-5	4	5	-2	4	0	6
Cn1cccc1Cc1nnc(SCC(=O)Nc2ccc3c(c2)OCO3)n1-c1ccc(F)cc1	-6	-6	13	-10	-5	-1	7	3	-18	11	9
O=C(Nc1ccc(C(=O)N2CCCC2)cc1)c1ccccc1[N+](=O)[O-]	1	-13	-15	1	11	4	-1	-3	10	4	-1
Cc1cccc(C(=O)Nc2c(C(=O)N3CCN(C)CC3)cnn2-c2ccccc2)c1	2	-8	9	0	16	27	1	9	3	4	0
CC(C)CC1C(=O)N(Cc2cn(CC3CCCCC3)nn2)CCS(=O)(=O)N1Cc1ccc(-c2ccc(Cl)cc2)cc1 (stereo not drawn)	-6	34	4	5	-3	0	-3	-2	11	17	17
O=C(/C=C/c1ccccc1)NCCSCc1ccccc1Cl	9	-5	12	-2	7	1	-11	-37	-7	-6	-5
COc1cc(/C=N/NC(=O)COc2ccc(C)cc2)ccc1OC(=O)c1cccs1	2	57*	-17	-3	-13	-8	-2	-48	-23	-21	-12
CC(Sc1nc2ncc(Cl)cc2[nH]1)C(=O)c1c(N)n(C)c(=O)n(C)c1=O (stereo not drawn)	-1	3	1	-3	-6	5	-4	5	-2	10	-11
Cc1cc(-c2cccs2)c2c(N)c(C(=O)c3ccc4c(c3)OCO4)sc2n1	-2	13	9	23	25	3	18	-1	-1	-14	23
CONC(=O)C1CCN(C(=O)OCc2ccccc2)CC1	5	9	-30	-4	-23	5	0	-21	-43	-15	5
CCN(CC)c1ccc(CNC(=O)C/C(C)=N/NC(=O)COc2ccc(C)cc2Br)cc1	-1	6	10	8	6	-9	0	5	4	-19	-11
Cc1occc1C(=O)NNC(=S)NCC(C)C	-7	-18	14	-8	14	3	-9	7	-2	-10	-37
Cc1ccc(-c2ccc(CN3C(CC(C)C)C(=O)N(Cc4cn(CCC5OCCCO5)nn4)CCS3(=O)=O)cc2)cc1 (stereo not drawn)	-5	0	1	17	19	-3	0	27	-15	17	10
CCCCOC(=O)N1CCOCCOCCN(C(=O)OCCCC)CCOCCOCC1	-18	17	3	-2	-1	·	-2	12	-13	-3	2
COc1ccccc1/C=C/C(=O)NCc1ccccn1	1	0	12	-13	5	2	-4	-34	-52	-6	4
COc1ccc(OCCOc2ccc(/C=C3\C(=N)N4N=C(C)SC4=NC3=O)cc2)cc1	6	3	0	-3	12	3	-3	2	9	19	-20
Nc1ccc(C#Cc2ccc3c(=O)c4ccccc4oc3c2)cc1	67*	0	-68	6	-26	4	74*	-32	-63	-32	-40
O=C(NNC(=O)C1CCCN(c2ncccn2)C1)c1ccncc1 (stereo not drawn)	0	0	5	0	-1	-2	5	-4	-11	-4	-4
Cc1ccc(S(=O)(=O)/N=C(\N)Nc2nc(C)c3cc(C)c(C)cc3n2)cc1	0	0	-30	3	0	-8	2	-20	-8	-41	7

Arranged by number of heavy atoms (lowest first): part of the list above
SMILES	NOD2-RIPK2 inh	TRAIL sens C8	SRC3 inh	LMP1 NFkB inh	COUP-TFII inh	Vif inh	TLR9-MyD88 block	TROY signal inh	SRC1 inh	NR5A2 inv ag	SRC2 inh
O=S(=O)(Nc1ccon1)c1ccc(F)c(F)c1	9	-6	-2	7	-7	1	-3	24	-6	-4	-16
NC(=O)c1cnc(Cc2c[nH]c3ccccc23)c(I)c1	6	20	-1	·	1	-11	·	-3	-5	15	9
Cc1cc(-c2cccs2)c2c(N)c(C(=O)c3ccc4c(c3)OCO4)sc2n1	-2	13	9	23	25	3	18	-1	-1	-14	23

Continued.
SMILES	NOD2-RIPK2 inh	TRAIL sens C8	SRC3 inh	LMP1 NFkB inh	COUP-TFII inh	Vif inh	TLR9-MyD88 block	TROY signal inh	SRC1 inh	NR5A2 inv ag	SRC2 inh
Cc1cc(=O)oc2cc(O[C@@H]3O[C@H](CO)[C@@H](O)[C@H](O)[C@H]3O)ccc12	-14	10	-8	3	-2	4	-5	12	-36	-13	-4
Cc1ccccc1N=CC=C1OC(C)(C)C(C)(C)O1	3	-5	-6	-8	24	-1	-5	1	-1	-3	-13
O=C(NC1CC1)C1CC(=O)N(C2CCCCC2)C1 (stereo not drawn)	-3	-16	-3	0	3	7	-2	-4	1	7	-21
CCOC(=O)C1(CC2CCCCO2)CCN(C(=O)Nc2ccccc2SC)CC1 (stereo not drawn)	0	-5	-1	-9	-23	15	-3	0	13	-6	11
Cc1cnc(NC(=O)CCNC(=O)c2ccccc2Cl)s1	0	-6	2	2	-20	16	-14	-8	-5	-13	-40
O=S(=O)(Nc1ncn[nH]1)c1ccc2ccccc2c1	1	-5	-2	-4	-5	·	-8	17	-15	11	13
OCC[C@H]1C[C@H](O)[C@@H](O)[C@@]2(Cc3ccccc3O2)O1	-4	0	-2	4	-12	-3	4	6	-2	-4	-31
Cc1cc2ccccn2c1C(=O)Nc1ccc(Cl)cc1	4	8	-52	-48	-24	?	-13	-42	-42	-26	-50
O=C(O)C1Sc2[nH]c(=O)sc2C2c3cc(Cl)ccc3OC(=O)C12 (stereo not drawn)	-7	-13	8	-3	-6	-7	8	16	-2	3	2
COc1ccc(C(=O)OCC(=O)Nc2cccc(S(=O)(=O)N3CCCCCC3)c2)cc1[N+](=O)[O-]	2	-5	22	-2	6	-4	2	28	-3	3	-23
COc1ccc([C@@H]2CC=C(C(=O)O)[C@H](c3ccccc3F)N2S(=O)(=O)c2ccc(C)cc2)cc1OC	4	-10	10	-8	13	·	-1	-11	0	-8	-2
CCOc1ccc(NC(=O)COC(=O)c2c[nH]c3ccccc23)cc1	-6	-12	-14	-2	14	·	8	7	-15	17	-2
CCn1c(SCC(=O)Nc2ncc(C(F)(F)F)cc2Cl)nnc1-c1cccc(C)c1	-13	24	10	3	-7	2	3	10	2	-2	6
CC(Cc1cccs1)NC(=O)c1cccc(Cl)c1 (stereo not drawn)	-7	0	-36	-25	-22	-2	1	-68	-53	-50	-50
CCOC(=O)c1sc(NC(=O)CSc2nccc(C)n2)c(C#N)c1C	14	-2	9	-1	4	12	-5	16	-10	2	7
CNc1cc(-c2ccc(OC)c(OC)c2)ncn1	0	20	-104	·	-54	3	·	-39	-49	-72	-99
CCN(CC)CCCNC(=O)C1c2cc(OC)c(OC)cc2C(=O)N(C)C1c1cccs1 (stereo not drawn)	-4	-1	-35	-7	2	-5	-2	2	-26	-1	-11
CSc1nnc(COc2ccc(C)cc2)n1N	7	-2	4	-1	10	-6	1	-28	-15	13	16
O=C(N/C(=C/c1cccc(Br)c1)c1nc(=S)[nH][nH]1)c1ccccc1	1	0	16	1	-17	8	-2	-8	1	9	-14
COc1ccc(CCN2C(=O)c3ccccc3C2c2nnnn2Cc2ccccc2)cc1OC (stereo not drawn)	-4	6	·	·	-8	·	·	-1	·	-35	12
Cc1cccc(CCNC(=O)CCS(=O)(=O)c2cc3c(cc2C)NC(=O)CO3)c1	13	-7	-1	12	-3	-8	4	-1	9	-7	23
COc1cc2cc(CN(CCN3CCCC3)C(=O)Nc3ccc(F)cc3)c(=O)[nH]c2cc1OC	-3	-9	-4	-12	14	1	-2	7	-8	8	8
O=C(CN1CCOCC1)Nc1ccc2c(c1)OCO2	-3	-5	1	-8	-3	20	-7	-1	-3	-7	-3
CCC(=O)Nc1ccc(-c2cc(-c3ccccc3)nc(-c3ccc(NC(=O)CC)cc3)n2)cc1	7	-4	8	6	1	4	-5	-8	-1	-3	12
O=C1Nc2ccccc2C1C(C[N+](=O)[O-])c1ccccn1 (stereo not drawn)	-7	34	-18	-8	2	-5	-9	-15	-1	16	-48
Cc1ccc(C)c(N(CC(=O)N2CCCCCC2)S(C)(=O)=O)c1	-4	0	20	-11	10	?	0	4	-3	1	-8
